# Screening results deposited in PubChem BioAssay by National Center for Advancing Translational Sciences (NCATS).
# FEN1 inh: inhibitors of human flap endonuclease 1; P39748; Potency, µM (titrated, usually from 114 µM), without a hit: at the top dose activity change, negative = inhibition, usual class: inhibitors; AID 588795; Recombinant FEN1 flap cleavage, fluorescence, 15 min; actives 0.35% (n = 390,000); note: nearly all actives have a fitted effect of over 65% in size
# Target sequence (P39748 whole entry, looked up): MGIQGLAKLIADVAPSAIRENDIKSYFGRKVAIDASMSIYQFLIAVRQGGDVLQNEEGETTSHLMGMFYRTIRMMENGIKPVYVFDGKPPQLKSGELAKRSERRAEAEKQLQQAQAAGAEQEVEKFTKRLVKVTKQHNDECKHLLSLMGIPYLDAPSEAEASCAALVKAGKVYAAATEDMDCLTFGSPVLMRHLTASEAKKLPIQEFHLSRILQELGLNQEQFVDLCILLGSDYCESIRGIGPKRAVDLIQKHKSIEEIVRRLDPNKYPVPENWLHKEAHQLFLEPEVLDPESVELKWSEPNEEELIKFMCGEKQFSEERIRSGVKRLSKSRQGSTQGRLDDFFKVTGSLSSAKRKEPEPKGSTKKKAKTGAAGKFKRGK
#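 Reaction started by adding substrate (50 nM final) to 10 nM enzyme after 15 min room-temperature compound preincubation. Reads at 0 and 15 min, with data normalized and fitted to a four-parameter Hill equation.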
# TDP1 inh: inhibitors of human tyrosyl-DNA phosphodiesterase TDP1; recombinant TDP1, AlphaScreen DNA substrate cleavage; Potency, µM (series often up to 130 µM), for the others: top-dose activity change, negative = inhibition, hits mostly inhibitors; actives 0.28% (n = 350,000); note: nearly all actives have a fitted effect of over 40% in size
# Target sequence (Q9NUW8 whole entry, looked up): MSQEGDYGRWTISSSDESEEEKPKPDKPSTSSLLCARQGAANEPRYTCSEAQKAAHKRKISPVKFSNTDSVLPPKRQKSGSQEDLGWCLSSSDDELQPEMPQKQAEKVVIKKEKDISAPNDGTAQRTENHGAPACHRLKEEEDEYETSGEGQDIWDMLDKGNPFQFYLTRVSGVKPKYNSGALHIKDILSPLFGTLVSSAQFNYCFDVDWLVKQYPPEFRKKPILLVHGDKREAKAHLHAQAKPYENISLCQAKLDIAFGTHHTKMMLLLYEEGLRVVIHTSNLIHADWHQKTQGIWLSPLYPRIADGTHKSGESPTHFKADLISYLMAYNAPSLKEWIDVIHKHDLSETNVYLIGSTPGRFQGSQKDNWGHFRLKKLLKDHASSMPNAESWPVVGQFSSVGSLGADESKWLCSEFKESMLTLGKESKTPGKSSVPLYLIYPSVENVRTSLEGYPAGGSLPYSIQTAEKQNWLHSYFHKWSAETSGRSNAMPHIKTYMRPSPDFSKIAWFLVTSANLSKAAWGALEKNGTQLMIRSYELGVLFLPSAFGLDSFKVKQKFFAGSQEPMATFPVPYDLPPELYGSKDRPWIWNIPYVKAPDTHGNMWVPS
#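 Recombinant E. coli-expressed Tdp1 (1 nM) preincubated with compound 15 min at RT, then 5'-biotin/3'-phosphotyrosine-FITC DNA substrate (15 nM) added for 5 min. AlphaScreen beads (10 ug/ml) added, 10 min RT; tyrosine-FITC cleavage read as signal loss.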
# N370S GC mod: N370S glucocerebrosidase modulation, Gaucher chaperone candidate. actives 0.092% (n = 330,000). Potency, µM (titrated, usually from 59.4 µM), for the others: at the highest dose activity change, negative = inhibition, actives largely listed as inhibitors. AID 2101. N370S GC spleen homogenate, 4MU-glucoside fluorescence. P04062;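 note: 0% = full enzyme activity and -100% = no enzyme basal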
# * = called active by the depositor; ? = inconclusive; . = not tested or not shown; & = joins results of further samples; ! = a repeat was not active; [ ] = dose if it differs, or a comment. Calls come from the whole dose curve; as a rule, active = well fitted curve in the direction sought with a large enough effect; inconclusive = small, poorly fitted or top-dose-only effect, or another doubt; inactive = no such curve, though single readings can be large; an effect the other way counts as inactive or inconclusive. Unless noted, % is set by controls: 0 for no effect and ±100 for the full control effect; potency is the fitted concentration of half-maximal effect.
Compound	TDP1 inh	FEN1 inh	N370S GC mod
O=C(Nc1nc2ccccc2c(=O)s1)c1ccco1	-11.7%	-6.6%	8.1%
COc1ccc(NC(=O)c2cnc3cc(C)ccn3c2=O)c(OC)c1	-1.0%	-1.6%	.
CN1C(=O)Cc2cc(S(=O)(=O)Nc3ccc(Cl)cc3)ccc21	5.1%	13.2%	-14.4%
CCOC(=O)c1nn(-c2cccc(OC)c2)c2nc(CC)c(C#N)c(=O)n12	-7.9%	1.1%	-0.8%
CCc1c(C)nc(SCC(N)=O)c(C#N)c1C	0.0%	-15.2%	22.3%
Cc1cccc(-n2c(SCC(N)=O)nnc2-c2ccco2)c1	.	23.3%	2.2%
Cc1cccc(-n2nnc(C(=O)Nc3ccc(F)cc3)c2N)c1	2.8%	2.4%	3.3%
O=C(/C=C/C(=O)N1CCc2ccccc2C1)N1CCc2ccccc2C1	.	-9.1%	2.0%
CC(=O)NC[C@H]1CN(c2ccc(N3CCOCC3)c(F)c2)C(=O)O1	8.7%	.	3.2%
CCCCNC(=O)C1(NC(=O)Nc2ccccc2)CCCCC1	3.6%	-11.9%	8.4%
Cc1nnc(SCC(=O)NC2CCCC2)n1-c1ccccc1	0.3%	-5.7%	.
C[C@]12c3[nH]c4ccc(Cl)cc4c3CCN1C(=O)[C@@H](CC(=O)NCc1cccc(C(F)(F)F)c1)C[C@@H]2C(=O)N1CCOCC1	1.8%[56.1 µM]	-14.3%	.
COC(CNC(=O)c1ccc(N2CCCC2=O)cc1)OC	3.4%	-0.3%	15.1%
COc1ccccc1Nc1nc(N)nc(CCl)n1	.	2.0%	14.3%
N=C1SCC(=O)N1c1ccc(Cl)cc1	.	-1.0%	-4.2%
O=C(NC12CC3CC(CC(C3)C1)C2)c1ccc(-c2cccc(Cl)c2)o1	3.0%	16.7%	?
O=C(O)C1CCCCC1C(=O)NCc1ccc(F)cc1 (stereo not given)	4.4%	-1.4%	-0.4%
Cc1cc2nc(SCCN3CCOCC3)[nH]c2cc1C	0.0%	0.9%	-5.2%
Cc1cccc(C)c1Nc1nnc(SCC(=O)Nc2cc(S(=O)(=O)N3CCCCC3)ccc2Cl)s1	5.8%	10.1%	0.1%
CCOc1ccc(N(CC(=O)NCC2CCCO2)S(=O)(=O)c2ccc(C)cc2)cc1 (stereo not given)	-5.4%	5.0%	?
Cc1oc(-c2ccccc2F)nc1CN1CCC(C(=O)NC2CCCc3ccccc32)CC1 (stereo not given)	1.9%	2.8%	-2.3%
CCN(CC)S(=O)(=O)c1ccc(-c2csc(C)n2)s1	5.7%	-2.0%	-21.3%
c1ccc(-c2n[nH]nc2-c2ccccc2)cc1	7.7%	8.0%	-22.5%
O=[N+]([O-])c1ccc(S(=O)(=O)N2CCN(c3ccnc4cc(Cl)ccc34)CC2)cc1	6.1%	-5.6%	-12.8%
O=C(CSCc1ccccc1)N1CCN(c2ccc(F)cc2)CC1	6.9%	-0.3%	-18.3%
O=C(CSC(=S)N1CCN(c2ccccc2)CC1)Nc1nc(-c2ccccc2)c(-c2ccccc2)o1	8.5%	4.2%	-5.3%
Cc1cccc(NC(=O)CSc2nc3ccccc3nc2N2CCCCC2)c1C	1.1%	10.3%	.
COC(=O)[C@]1(C)N[C@H](CN(C)S(=O)(=O)c2ccc(OC)cc2)[C@@H]2C(=O)N(C)C(=O)[C@@H]21	-14.6%	-5.3%	.
COc1ccc(Cc2cc(-c3ccc(F)cc3)n[nH]c2=O)cc1	1.3%	-4.0%	0.6%
CN(C)CCCNS(=O)(=O)c1ccc(Oc2ncc(C(F)(F)F)cc2Cl)cc1	0.0%	-5.7%	23.3%
CCOc1ccccc1N(CC(=O)Nc1ccc(OC)c(OC)c1)S(=O)(=O)c1ccccc1	2.9%	1.5%	2.2%
COc1ccc(/C=C/C(=O)OCC(=O)c2ccccc2F)cc1	-7.1%	-10.2%	.
CCOC(=O)CNC(=O)CSc1nc(-c2ccccc2)ns1	0.0%	-6.6%	1.6%
CCC(=O)NC(C)c1cc(Cl)c2cccnc2c1O (stereo not given)	0.0%	-2.6%	.
CC(C)[N+](C)(CCOC(=O)C1c2ccccc2Oc2ccccc21)C(C)C	2.7%	-6.6%	14.4%
COC(=O)c1cc(OC)c(OC)cc1NC(=O)Cc1ccccc1[N+](=O)[O-]	2.0%	-2.2%	5.4%
CCCOc1ccc(OC(=O)Cc2ccc(OC)c(S(=O)(=O)N3CCOCC3)c2)cc1	0.4%	-10.1%	-0.7%
COCCNC(=S)N1CCN(c2nc3ccccc3s2)CC1	-3.6%	-4.1%	10.2%
CCn1cc(C(=O)N2CCN(c3cc(Cl)ccc3C)CC2)c(=O)c2cc(S(=O)(=O)N3CCCCC3)ccc21	2.3%	2.0%	.
O=C(CSc1nnc(SCc2ccccc2)s1)N/N=C/c1c(Cl)cccc1Cl	3.1%	0.7%	10.8%

# Overlap with the part before: 5 compounds, then new ones.
Compound	TDP1 inh	FEN1 inh	N370S GC mod
COC(=O)c1cc(OC)c(OC)cc1NC(=O)Cc1ccccc1[N+](=O)[O-]	2.0%	-2.2%	5.4%
CCCOc1ccc(OC(=O)Cc2ccc(OC)c(S(=O)(=O)N3CCOCC3)c2)cc1	0.4%	-10.1%	-0.7%
COCCNC(=S)N1CCN(c2nc3ccccc3s2)CC1	-3.6%	-4.1%	10.2%
CCn1cc(C(=O)N2CCN(c3cc(Cl)ccc3C)CC2)c(=O)c2cc(S(=O)(=O)N3CCCCC3)ccc21	2.3%	2.0%	.
O=C(CSc1nnc(SCc2ccccc2)s1)N/N=C/c1c(Cl)cccc1Cl	3.1%	0.7%	10.8%
Nc1c(C(=O)Nc2ccc3c(c2)OCCO3)nnn1CCc1ccccc1	6.9%	11.8%	8.7%
CCc1ccc(N=C2NC(=O)/C(=C/c3ccc(OCC(=O)O)cc3)S2)cc1	.	?	-21.8%
Cn1nnnc1SCc1nnc(-c2ccc(Cl)cc2)o1	-3.1%	7.1%	18.2%
NNC(=O)c1cc(Br)cs1	3.8%	0.6%	-15.7%
COc1ccc(CNc2ncc(-c3cccc([N+](=O)[O-])c3)n2C)c(OC)c1OC	.	14.9%	-3.1%
C[N+]1(CC(=O)Nc2ccccc2Cl)CCN(C(=O)c2cccs2)CC1	1.1%	0.8%	9.6%
C=CCn1c(C)nnc1SCC(=O)N1CCN(S(=O)(=O)c2ccccc2)CC1	-0.6%	16.4%	-9.6%
Cn1ncc(Br)c1C(=O)NC(=S)N1CCN(c2ccccn2)CC1	-1.9%	3.3%	12.4%
O=C1OC[C@@H]2CCCN2C(=O)[C@H](CC(=O)N(CCO)Cc2ccccc2)C/C=C\C[C@H]1Cc1ccc(F)cc1	-0.3%	3.4%	.
COC(=O)CC1C(=O)NCCN1Cc1cn(-c2ccc(C)cc2)nc1-c1cccc(C)c1 (stereo not given)	-2.5%	-11.2%	4.0%
Cc1cc(C)nc(-n2nc(C)cc2NC(=O)CN2CCc3ccccc3C2)n1	4.2%	11.3%	4.7%
CCC(=O)Nc1c(C)nn(-c2ccc(C)c(C)c2)c1C	2.6%	-2.2%	-5.2%
CCCCC(=O)Nc1ncc(Br)s1	6.5%	0.5%	5.1%
CCCCCOC(=O)Cn1c(=O)oc2ccc(C)cc21	-4.3%	-3.6%	7.8%
COc1ccc(CCn2c3c(c(=O)[nH]c2=S)CN(Cc2ccccc2)CN3)cc1OC	-1.0%	-2.1%	.
Cn1c(=O)c2c(nc(N3CCc4ccccc4C3)n2C)n(C)c1=O	6.0%	-23.9%	11.5%
COc1ccc(CCNc2oc(-c3ccccc3OC)nc2C#N)cc1OC	3.2%	-2.3%	12.4%
CCCCC[n+]1cccc2c3ccccc3ccc21	13.2%	-12.2%	?
CC(C)n1c(N)c(C#N)c2ccc([N+](=O)[O-])cc2c1=O	-5.9%	-9.2%	15.5%
O=C(Nc1ccc(S(=O)(=O)N2CCOCC2)cc1)c1cc(-c2cc(Cl)ccc2O)n[nH]1	5.1%	1.9%	-19.6%
O=C1CCN(S(=O)(=O)c2ccccc2)CCN1CCOCc1ccccc1	.	-0.4%	1.4%
O=C(Cn1nc2n(c1=O)-c1ccccc1SC2)N/N=C/c1cccs1	.	1.9%	18.9%
O=C(COC(=O)c1cc(Cl)ccc1O)NCCC1=CCCCC1	1.0%	-21.5%	-6.2%
CCN(Cc1ccccc1)C(=O)c1cccc(S(=O)(=O)N2CCN(c3ccc(F)cc3)CC2)c1	0.6%	-9.9%	-10.8%
Cn1c(=O)c2c(ncn2CCC(=O)N/N=C/c2ccccc2)n(C)c1=O	5.5%	-11.8%	-6.8%
Cc1cccc(NC(=O)COc2coc(CN3CCN(Cc4ccccc4)CC3)cc2=O)c1	-0.4%	-2.1%	-0.2%
COc1ccc(Cl)cc1NC(=O)CN(C)C(=O)C1COc2ccccc2O1 (stereo not given)	-5.8%	38.9%	.
CCCN(CCC)CCCNC(=O)C1c2cc(OC)c(OC)cc2C(=O)N(C)C1c1cccnc1 (stereo not given)	1.2%	4.0%	8.8%
CCN1CCN(C(=S)NCC2CCCO2)CC1 (stereo not given)	-7.2%	3.7%	-2.8%
Fc1ccc(-c2noc3ncnc(N4CCCCC4)c23)cc1	1.1%	8.4%	.
Cc1ccc(-c2nn3c(C)nnc3c3ccccc23)cc1S(=O)(=O)NCCO	0.0%&8.4%	6.4%&-13.3%	-11.3%
CCC1CCCCN1CCCNC(=O)c1ccc2c(c1)N(Cc1ccccc1)C(=O)c1ccccc1S2(=O)=O (stereo not given)	3.5%	-8.3%	.
Cc1ccc(S(=O)(=O)NCC(=O)NCCc2c[nH]c3ccccc23)cc1C	3.2%	2.5%	-12.7%
COc1cc(C(C)=O)ccc1OCC(=O)Nc1cc(C)on1	2.0%	4.9%	.
Cc1ccc(S(=O)(=O)N2CCN(C(=O)c3sccc3-c3ccccc3)CC2)cc1	3.7%	-8.8%	-7.1%
COc1ccc(NC(=O)/C(C#N)=C/c2cc(C)n(-c3ccc(N4CCOCC4)c([N+](=O)[O-])c3)c2C)cc1	6.9%	3.1%	-15.5%
COc1cc2c(cc1OC)CN(C(=O)CN1C(=O)c3ccc([N+](=O)[O-])cc3C1=O)CC2	-13.8%	0.1%	-0.9%
CCC(=O)Nc1c(C)c(CC)nc2ccccc12	6.3%	-2.5%	5.5%
CCc1ccccc1NC(=O)Cn1c(SCc2ccc(F)cc2)nc2ccncc21	-2.5%	-12.6%	.
CCOc1cc2[nH]c(=O)n(CCCC(=O)N3CCN(c4cccc(Cl)c4)CC3)c(=O)c2cc1OCC	2.5%	-15.9%	.
COc1ccc2c(c1)CCc1c(C(=O)N3CCCCCC3)noc1-2	0.0%	-12.7%	10.8%
Cn1c(CBr)c(C(=O)c2ccc([N+](=O)[O-])cc2)c(=O)n(C)c1=O	7.1%	-1.0%	-1.0%
Cc1ccc(NC(=O)CN(C)CC(=O)N(CC(C)C)c2c(N)n(CC(C)C)c(=O)[nH]c2=O)c(C)c1	0.2%	-12.7%	.
COc1ccc(S(=O)(=O)N2CCc3ccccc3C2)cc1OC	2.0%	-5.8%	9.1%
O=C(NCCc1ccc(C(F)(F)F)cc1)C1CCC(=O)N(CCc2cccc(F)c2)C1 (stereo not given)	1.7%	-5.7%	-8.9%
COc1ccccc1C(=O)N/N=C/c1cnc2ccccc2n1	5.3%	-2.8%	-3.9%
Cc1cc(O)cc(O)c1C(=O)O	-3.6%	.	-5.2%
Cc1nc2c(c(C)nn2-c2ccccc2)c(C)c1CCC(=O)NCCCOC(C)C	.	-13.2%	-11.6%
COc1ccc(-c2noc(-c3ccccc3C(=O)Nc3cccnc3)n2)cc1	2.3%	-1.9%	6.7%
COc1ccc(C2CC(c3ccccc3)Oc3cc4c(cc32)OCO4)cc1 (stereo not given)	19.7%&19.7%	?	-0.1%&-2.1%
CC(=O)N[C@@H](CC(=O)O)C(=O)N[C@@H](CCC(=O)O)C(=O)O	15.8µM*!	.	16.8%
CS(=O)(=O)Nc1ccc2c(c1)nc1n2CCOC1	5.3%	-2.5%	3.2%
NC(=O)Nc1ccc(C(=O)OCC(=O)N2CCCC2=O)cc1	-11.1%	-2.5%	.
Cc1cc(=O)oc2c(C)c(OC(C)C(=O)NCCCN3CCOCC3)ccc12 (stereo not given)	2.5%	0.7%	-0.6%
COc1ccc(Nc2cc(C(=O)NCCc3ccccc3)c3ccccc3n2)cc1OC	2.3%	-0.3%	.
CC(NC(=O)c1cc2ccccc2oc1=O)c1ccc(O)cc1 (stereo not given)	.	-5.9%	7.1%
CCCCCCCC/C=C\C/C=C\C=C\C(O)CCCC(=O)O (stereo not given)	6.9%	.	2.4%
